SENP8 block-1: SENP8 (human) protease inhibition | AID 602440 | inhibition, % at 20 µM | hit rate 0.64% among 360,000 | recombinant SENP8, Nedd8 substrate fluorescence | Q96LD8; in the data active means inhibition mostly above about 40%, no sharp cut-off; inactive means mostly below about 27%
Target sequence (Q96LD8 whole entry, looked up): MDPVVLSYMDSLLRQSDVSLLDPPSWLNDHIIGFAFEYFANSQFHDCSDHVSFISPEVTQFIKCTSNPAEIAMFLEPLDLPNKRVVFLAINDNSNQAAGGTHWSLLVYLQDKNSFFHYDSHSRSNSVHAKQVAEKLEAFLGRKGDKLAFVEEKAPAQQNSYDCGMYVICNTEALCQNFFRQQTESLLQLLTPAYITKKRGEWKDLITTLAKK
HKDC1 inh: inhibitors of human hexokinase HKDC1 | Q2TB90 | recombinant HKDC1, G6PDH/diaphorase resazurin coupled fluorescence | inhibition, % at 20 µM | hit rate 0.16% among 340,000 | AID 493160;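 active means inhibition above about 35% when tested at 20 µM, limit read from the data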;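 further: plate controls were DMSO wells with enzyme for no effect and DMSO wells lacking enzyme for full effect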
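Material: recombinant HKDC1 hexokinase; Amount: HKDC1 at 5 µg/mL; Medium: Tris pH 8.0 buffer with MgCl2, Tween-20, BSA, BME; Schedule: 90 min reaction incubation at room temperature, dark; Technique: coupled resazurin fluorescence, excitation 525 nm, emission 613 nm.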
SENP8 block-2: inhibitors of human SENP8 protease. Q96LD8. purified SENP8, Z-RLRGG-aminoluciferin cleavage, luminescence. inhibition, % at 10 µM. hit rate 1.2% among 330,000. AID 2540; in the data active means inhibition above about 50%
SENP6 block: blocks the human protease SENP6; Q9GZR1; Recombinant SENP6 catalytic domain, aminoluciferin luminescence; inhibition, % at 10 µM; hit rate 1.8% among 330,000;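 active means inhibition above about 50% at the single tested dose, limit read from the data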;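 further: plate controls were DMSO wells with enzyme for no effect and DMSO wells lacking enzyme for full effect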
Target sequence (Q9GZR1 628-1112 limits assumed): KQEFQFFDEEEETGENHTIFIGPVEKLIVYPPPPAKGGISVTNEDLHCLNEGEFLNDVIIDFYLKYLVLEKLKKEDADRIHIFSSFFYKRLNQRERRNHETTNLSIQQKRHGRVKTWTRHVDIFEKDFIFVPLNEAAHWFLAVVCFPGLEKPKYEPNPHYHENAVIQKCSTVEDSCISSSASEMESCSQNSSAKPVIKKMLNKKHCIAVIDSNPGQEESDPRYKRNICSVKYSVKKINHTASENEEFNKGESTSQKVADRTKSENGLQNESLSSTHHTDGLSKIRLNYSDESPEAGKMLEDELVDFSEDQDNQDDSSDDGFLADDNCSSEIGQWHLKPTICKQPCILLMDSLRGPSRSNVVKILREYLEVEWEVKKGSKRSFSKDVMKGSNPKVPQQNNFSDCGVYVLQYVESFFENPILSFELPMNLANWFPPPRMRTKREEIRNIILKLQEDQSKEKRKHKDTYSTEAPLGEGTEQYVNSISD
SENP1 FRET inh: blocks the human SENP1 SUMO protease catalytic domain; Q9P0U3; recombinant SENP1 catalytic domain, CyPet-SUMO1-YPet FRET cleavage; inhibition, % at 10 µM; hit rate 0.21% among 360,000; AID 624204;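 active means inhibition at least 30% at 10 µM, raw YFP signal under a set limit, fluorescence ratio 0.5 to 1.5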;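 further: 0% = enzyme with DMSO and 100% = no enzyme wells; some results filed as inactive read as strong as hits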
Target sequence (Q9P0U3 419-644 limits assumed): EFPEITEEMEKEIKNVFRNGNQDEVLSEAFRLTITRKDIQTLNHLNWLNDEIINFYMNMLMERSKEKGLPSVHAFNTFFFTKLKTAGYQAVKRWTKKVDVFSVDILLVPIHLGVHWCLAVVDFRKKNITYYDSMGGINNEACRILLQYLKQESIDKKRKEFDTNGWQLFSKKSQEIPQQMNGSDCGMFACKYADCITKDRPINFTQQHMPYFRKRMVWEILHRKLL
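Assay system: hSENP1 catalytic domain, recombinant. Amount: SENP1 enzyme, 20 pM final. Schedule: 50 min reaction, RT, dark. Technique: FRET, CFP and YFP emission. Control set: no-enzyme wells low, DMSO-plus-enzyme wells high control.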
PfG6PD inh: PfG6PD (Plasmodium falciparum) enzyme inhibition; PfGluPho enzyme, NADPH resazurin-diaphorase fluorescence; hit rate 0.78% among 350,000; inhibition, % at 20 µM; AID 504690;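 active means inhibition reaching at least a set limit at 20 µM in the primary screen, cut at about 59% in these data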;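 further: 0% = DMSO wells with substrate and 100% = DMSO wells lacking glucose-6-phosphate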
SENP7 inh: blocks the human protease SENP7; AID 434973; recombinant SENP7, Z-RLRGG-aminoluciferin luminescence, 40 min; inhibition, % at 5 µM; hit rate 1.5% among 330,000;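 active means inhibition above about 50% at the single test dose, limit read from the data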;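 further: plate controls were DMSO with enzyme for no effect and no enzyme buffer wells for full effect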
Apaf-1 inh: human Apaf-1 inhibition; O14727; reconstituted apoptosome caspase-3 activity, DEVD-Rh110 fluorescence; inhibition, % at 20 µM; hit rate 0.71% among 330,000; AID 489030; active means inhibition of at least 40% at 20 µM;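 further: plate controls were DMSO wells for no effect and DEVD-CHO caspase inhibitor wells for full effect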
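Assay system: Apoptosome proteins | Medium: pH 7.5 Hepes buffer with CHAPS, BSA, DTT | Also added: Cytochrome c and DEVD-Rh110 substrate | Times: 30 min plus 50 min, RT | Detection: Rhodamine 110 fluorescence at Ex 480/Em 540 nm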
Starred values were filed as active, the others as inactive; x = not tested or not shown.

SMILES | SENP8 block-1 | HKDC1 inh | SENP8 block-2 | SENP6 block | SENP1 FRET inh | PfG6PD inh | SENP7 inh | Apaf-1 inh
Cc1cc(C)cc(OCc2nnc(SCC(=O)NC3CC3)n2C)c1 | 6 | 0 | -7 | -7 | 3 | -7 | -5 | 2
COc1cc(/C=C\C(=O)OCn2nnc3ccccc3c2=O)cc(OC)c1OC | -86 | 2 | -6 | -6 | 2 | -2 | 4 | 14
CC(=O)CC(=O)NC1C2CC3CC(C2)CC1C3 (stereo not drawn) | 9 | 5 | 9 | -2 | 0 | -10 | 8 | 3
CCC(C)Oc1ccc(C(=O)Nc2ccc(CN3CCOCC3)cc2)cc1 (stereo not drawn) | 6 | -4 | -7 | 10 | 0 | 10 | -6 | -4
CCCn1c(SCC(=O)N2CCCCC2)nnc1-c1ccco1 | 9 | 3 | 1 | -4 | 1 | 2 | 3 | 5
COCCn1c(SCC(=O)NCCCN2CCCC2=O)nc2ccccc2c1=O | 4 | 1 | -3 | -4 | 4 | 4 | 3 | -3
O=C(C[n+]1cccc(CNC(=O)c2ccc(OC(F)F)cc2)c1)Nc1ccc(SC(F)F)cc1 | 9 | -5 | -21 | -31 | -4 | 5 | -10 | 7
COc1ccccc1-c1noc(-c2ccccc2C(=O)Nc2cccnc2)n1 | -1 | 10 | -9 | -17 | -3 | 2 | -9 | -5
Cn1c(NC(=O)c2ccccc2)c(-c2ccccn2)c(=O)c2ccccc21 | -15 | -6 | -2 | -1 | 1 | 7 | -1 | -3
O=c1c2[nH]c3cccc(Cl)c3c2ncn1Cc1ccco1 | -3 | -2 | 3 | -11 | 4 | 3 | 1 | -29
CC(C)c1ccc(NC(=O)CNC(=O)Cn2cnc3ccccc3c2=O)cc1 | 13 | -4 | 0 | 2 | 0 | -8 | 1 | -13
c1ccc(N2CCN(c3cnccn3)CC2)nc1 | 6 | -2 | -3 | -13 | -4 | -2 | 9 | 16
COc1ccc(Br)cc1CNCC1CCCO1 (stereo not drawn) | 18 | 1 | -6 | -14 | 0 | -2 | 14 | -4
COc1ccccc1N1CCN(C(=O)c2ccc(C(C)(C)C)cc2)CC1 | 23 | -2 | -2 | -2 | -1 | -5 | -7 | 28
C/C(Cn1cnc([N+](=O)[O-])n1)=N\NC(=O)c1ccccc1F | 18 | -2 | -2 | 2 | -5 | -8 | 3 | 1
O=C(CSc1ccc2nnc(-c3ccccc3)n2n1)NCC1CCCO1 (stereo not drawn) | -117 | -9 | -9 | -7 | -1 | 3 | -5 | -19
CN(CC(=O)N1CCCCC1)S(=O)(=O)c1cccc2cccnc12 | -1 | -6 | 2 | -8 | -8 | -9 | 10 | 2
COC(=O)c1cccnc1NC(=S)NNC(=O)c1ccccc1 | 23 | -3 | -1 | -15 | 3 | -13 | 5 | -10
CCC1(c2ccc(F)cc2)NC(=O)N(CC(=O)Nc2ccc(-c3nc4ccc(C)cc4s3)cc2)C1=O (stereo not drawn) | -266 | 14 | -12 | 58* | -74 | -6 | -1 | 7
O=C1OC(c2ccccc2)(c2cc(Br)ccc2O)c2ccccc21 (stereo not drawn) | 11 | 0 | x | x | 0 | 9 | x | x
Cc1ccc(NC(=O)CCNS(=O)(=O)c2ccc3c(c2)oc(=O)n3C)cc1 | 13 | -4 | -2 | -27 | 2 | -13 | -1 | -11
NS(=O)(=O)c1ccc(NC(=O)c2cccc3cc4ccccc4nc23)cc1 | 11 | -6 | x | x | -7 | 18 | x | x
CC(=O)Nc1nc(C)c(CCC2OCCO2)c(=O)[nH]1 | 9 | -9 | 1 | 7 | 2 | -15 | -2 | 4
OCCC1CN(Cc2cnc(N3CCOCC3)s2)CCN1C1CCCC1 (stereo not drawn) | 18 | -8 | 2 | 3 | 0 | 8 | -4 | -20
COc1ccc(C2N3CC4(C)CN2CC(C)(C3)C4O)cc1 (stereo not drawn) | 14 | -5 | -3 | -8 | 1 | -4 | 7 | -2
O=C1CN(C(=O)N[C@@H](Cc2ccccc2)C(=O)N[C@H](C(=O)O)c2ccccc2)c2ccccc2N1 | 7 | -3 | -6 | -2 | 1 | -1 | -8 | -4
Fc1ccc(C2c3[nH]c4ccccc4c3CCN2CCCn2cccn2)cc1 (stereo not drawn) | -200 | 2 | 3 | -1 | -58 | 16 | 11 | 9
O=C(Nc1cccnc1Cl)C1CCCN(c2ncnc3c2nc2n3CCCCC2)C1 (stereo not drawn) | 10 | 10 | -6 | -2 | 1 | -6 | 2 | 5
CCCN1C(=O)c2cc(C(=O)NCc3ccc(OC)cc3)ccc2C1O (stereo not drawn) | 5 | 1 | 8 | 6 | 2 | 3 | 1 | -9
O=C(Nc1ncn[nH]1)c1ccc(Cl)cc1Cl | 14 | -3 | 9 | -6 | 2 | 0 | 7 | -9

Sorted by the number under HKDC1 inh (low to high): 3 of the compounds above
Compound | HKDC1 inh
Cn1c(NC(=O)c2ccccc2)c(-c2ccccn2)c(=O)c2ccccc21 | -6
O=C1CN(C(=O)N[C@@H](Cc2ccccc2)C(=O)N[C@H](C(=O)O)c2ccccc2)c2ccccc2N1 | -3
CCCN1C(=O)c2cc(C(=O)NCc3ccc(OC)cc3)ccc2C1O (stereo not drawn) | 1

(more compounds)
SMILES | SENP8 block-1 | HKDC1 inh | SENP8 block-2 | SENP6 block | SENP1 FRET inh | PfG6PD inh | SENP7 inh | Apaf-1 inh
CCOC(=O)N1CCC(Nc2nc3ccccc3n3nnnc23)CC1 | -415 | 3 | -1 | -1 | -121 | 14 | 8 | 7
O=C(CCNS(=O)(=O)c1ccccc1C(F)(F)F)NCCCSc1ccccc1 | 7 | -5 | 4 | 3 | 2 | -1 | 0 | 14
COc1cccc(N2CCN(c3cnc4ccccc4n3)CC2)c1 | -11 | 12 | -8 | -3 | 0 | 45 | 1 | 14
CCNC1=C(Cl)C(=O)c2ccccc2C1=O | 94* | -3 | 15 | 41 | 1 | -105 | 30 | 51*
CC(=O)C(=Nc1ccc(Cl)cc1Cl)NNc1cccc(Cl)c1 | 12 | -2 | -4 | -12 | 1 | 12 | 2 | 15
CN1CCN(c2ccc(CNC(=O)c3ccc4c(c3)OCCO4)cc2)CC1 | 22 | -5 | 2 | 1 | 1 | -2 | -3 | -8
N#Cc1c(N)sc(=S)c2c1CCCCC2 | -9 | 20 | 6 | 2 | -13 | 50 | 8 | 17
O=C(NC1=NCCS1)c1ccccc1F | 22 | -1 | -7 | -4 | 2 | -8 | 10 | -7
CC(C)C(c1nnnn1Cc1ccc(F)cc1)N1CCN(Cc2ccc3c(c2)OCO3)CC1 (stereo not drawn) | 15 | 4 | -4 | -3 | 0 | 1 | -4 | 19
O=C(O)/C(=C\c1ccccc1)c1ccccc1 | 10 | -4 | 4 | -12 | 1 | 4 | 4 | 2
Nc1ccc(-c2nc3ccc(-c4nc5ccccc5o4)cc3[nH]2)cc1 | -474 | 4 | -4 | -3 | -23 | 2 | -7 | 34
O=C(NNC(=O)c1csc(N2CCOCC2)n1)c1ccc(=O)[nH]c1 | 12 | -1 | 2 | -11 | 3 | -8 | -3 | -8
O=C(Cc1ccc(Cl)cc1)NC1CC1 | 3 | -6 | 0 | 5 | 1 | -9 | 7 | 0
CCCCCNC(=O)CCCCn1c(=O)[nH]c2cc(OCC)c(OCC)cc2c1=O | -73 | 0 | -1 | 7 | 1 | -7 | 7 | 3
CC(C)(C)OC(=O)N1CCN(C(=O)c2cccnc2Cl)CC1 | -4 | -3 | -3 | -25 | 2 | -19 | -8 | -8
Nc1nc(SCc2ccc(Cl)cc2)[nH]c(=O)c1-c1ccccc1 | 0 | 4 | -9 | -3 | 0 | -9 | 7 | 8
CC(C)C(=O)OCc1cn(-c2ccc(Cl)c(Cl)c2)nn1 | 11 | -11 | -9 | 14 | 1 | -1 | 8 | 5
CCc1c(C)nc(N)n2c(SCC(=O)N3CCCC(C)C3)nnc12 (stereo not drawn) | 10 | 4 | 1 | 1 | 0 | -4 | 5 | -2
COc1ccc(CCNC(=O)COc2ccc(N(C)S(=O)(=O)c3ccc(C)cc3)cc2)cc1 | 14 | -3 | -4 | -7 | 2 | -1 | 0 | 1
Cc1cc(N/C=C\C(=O)c2ccc(Cl)c(Cl)c2)no1 | -36 | -8 | -17 | -3 | 2 | 4 | 10 | 10
O=C1C(Cl)=C(NCCc2ccccc2)C(=O)c2ccccc21 | -82 | 53* | x | x | 6 | 97* | x | x
CCCCSc1nnc(-c2ccc(C)cc2)n1C | 9 | 3 | -1 | 13 | 0 | -1 | 6 | 8
Cc1ccc2c(c1)c1c(n2CC(O)Cn2nc(C)c(Br)c2C)CCCC1 (stereo not drawn) | 10 | -4 | -11 | -4 | 0 | 7 | -1 | 28
O=C(CN(Cc1cccs1)C(=O)CNS(=O)(=O)c1ccc(Cl)cc1)NCC1CCCO1 (stereo not drawn) | 19 | 0 | 3 | -13 | 1 | -2 | 2 | -292
COc1cn(-c2ccccc2)nc1C(=O)NCc1ccccc1 | -5 | 9 | -3 | -15 | 4 | 7 | 1 | 6
Nc1nc(CCOc2ccc(F)cc2)cs1 | 11 | -3 | x | x | 0 | -3 | x | x
Cc1ccc(-c2csc(NC(=O)C3=NN(C4CCS(=O)(=O)C4)C(=O)CC3)n2)cc1 (stereo not drawn) | 16 | -2 | 7 | -20 | 1 | 6 | 4 | -58
O=C(/C=C\c1ccco1)Nc1ccc(N2CCN(C(=O)c3ccccc3)CC2)cc1 | 18 | -8 | 2 | -12 | 1 | 23 | 11 | 13
CC(C)=CCCC(C)CN1CCC(n2nccc2NC(=O)c2cccnc2)CC1 (stereo not drawn) | 19 | 3 | -10 | -12 | -1 | -2 | 12 | 4
O=C(NCCCO)C(=O)c1c(-c2ccccc2)cc2ccccn12 | 4 | -11 | 2 | -1 | 1 | -8 | -5 | -8

3 entries out of the list, ordered by SMILES length, descending:
SMILES | SENP8 block-1 | HKDC1 inh | SENP8 block-2 | SENP6 block | SENP1 FRET inh | PfG6PD inh | SENP7 inh | Apaf-1 inh
Cc1ccc(-c2csc(NC(=O)C3=NN(C4CCS(=O)(=O)C4)C(=O)CC3)n2)cc1 (stereo not drawn) | 16 | -2 | 7 | -20 | 1 | 6 | 4 | -58
O=C(CN(Cc1cccs1)C(=O)CNS(=O)(=O)c1ccc(Cl)cc1)NCC1CCCO1 (stereo not drawn) | 19 | 0 | 3 | -13 | 1 | -2 | 2 | -292
CCCCSc1nnc(-c2ccc(C)cc2)n1C | 9 | 3 | -1 | 13 | 0 | -1 | 6 | 8

Next part.
SMILES | SENP8 block-1 | HKDC1 inh | SENP8 block-2 | SENP6 block | SENP1 FRET inh | PfG6PD inh | SENP7 inh | Apaf-1 inh
COc1cc(C2SCC(=O)N2c2nnc(C34CC5CC(CC(C5)C3)C4)s2)cc(OC)c1OC (stereo not drawn) | 9 | -3 | 3 | -19 | 1 | -7 | 4 | 16
Cc1ccc(NC(=O)CS(=O)CC(=O)N2CCN(C3CCCC3)CC2)cc1 (stereo not drawn) | 8 | 0 | -2 | -8 | -1 | 10 | -5 | 3
O=C(NCC1CCCN(C(=O)c2cscn2)C1)c1ccc(-c2ccccc2)cc1 (stereo not drawn) | 2 | -6 | 7 | 12 | 0 | 1 | 1 | -15
COc1ccc(C)cc1S(=O)(=O)N1CCN(C(=O)c2ncoc2-c2ccccc2F)CC1 | 0 | -5 | -2 | -21 | 2 | -8 | -5 | 14
CC1CCC2(CC1)NC(=O)N(CC(=O)Nc1ccc3c(c1)OCCO3)C2=O (stereo not drawn) | 12 | -2 | -6 | 0 | 0 | 13 | -2 | 6
CCOc1ccc(C(=O)Nc2cnn(Cc3ccc(Cl)c(Cl)c3)c2)cc1 | 12 | 2 | -6 | -13 | 2 | 6 | 1 | 9
CCc1nnc(NC(=O)CSc2nncc(=O)n2N)s1 | 12 | -17 | -5 | -2 | 0 | 6 | 16 | 1
